# NCI-60 one-dose screen, 48 h, at 10 µM unless noted. Numbers give growth in % (100 = growth as untreated, 0 = no growth, -100 = all killed).
# EKVX – EKVX NSCLC; 71,000 compounds, 3% hits; AID 1794765
# HOP-62 – HOP-62 NSCLC; 80,000 compounds, 3.9% hits; AID 1794735
# SK-MEL-28 – SK-MEL-28 melanoma; 81,000 compounds, 4.1% hits; AID 1794761
# M14 – M14 melanoma | 80,000 compounds, 6.2% hits
# HOP-92 – HOP-92 NSCLC cells. 71,000 compounds, 6.3% hits. AID 1794738
# A549/ATCC – A549/ATCC NSCLC. 81,000 compounds, 3.7% hits. AID 1794740
# SK-MEL-2 – SK-MEL-2 melanoma. 77,000 compounds, 4.7% hits. AID 1794763
# SK-MEL-5 – SK-MEL-5 melanoma. 80,000 compounds, 6.4% hits
# Active calls of the source: *; nt = no result given; & = joins results of further samples. How the source made its calls: active means growth percent below 10; inactive means the rest.
molecule,EKVX,HOP-62,SK-MEL-28,M14,HOP-92,A549/ATCC,SK-MEL-2,SK-MEL-5
COc1ccc(C2OC(Cn3nnnc3-c3ccccc3)=NN2C(C)=O)cc1 (stereo unspecified),102.6,97.5,102.7,97.8,106.1,105.8,98.3,109.5
FC(F)(F)c1nn(-c2ccccc2)c2c1-c1cc(Cl)ccc1CO2,102.1,119.1,100.9,100.2,nt,96.5,113.6,99.6
Nc1cc(S(=O)(=O)O)cc2cc(S(=O)(=O)O)cc(S(=O)(=O)O)c12,95.2,97.5,113.6,112.1,75.7,88.4,nt,109.0
Cc1cc(-c2ccccc2)n2nc3[nH]c(=O)c(=O)n-3nc2c1C#N,83.6,77.7,105.1,94.1,nt,101.1,104.0,100.4
CC(=O)OC12C=C(C)C(C3C(=O)OC(=O)C31)C(C)(C)C2 (stereo unspecified),120.0,118.6,103.3,100.0,102.3,102.0,103.7,116.3
CNC(=O)c1cc(Oc2ccc3nc(NC(=O)c4ccc(C)c(C(F)(F)F)c4)sc3c2)ccn1,70.0,97.4,72.1,92.6,33.1,75.4,92.1,47.7
CC(=O)C(C[n+]1ccccc1)c1ccccc1 (stereo unspecified),108.3,95.4,110.1,108.3,100.0,109.2,106.4,106.2
COc1ccc([C@H]2[C@H](C(=O)O)c3ccccc3C(=O)N2c2ccc(Oc3ccccc3)cc2)cc1,92.8,nt,115.4,98.3,nt,83.5,98.4,103.5
COc1cccc(/C=C2\COc3ccc(O)cc3C2=O)c1OC,92.8,88.4,96.6,nt,86.8,104.7,96.4,nt
O=[N+]([O-])c1cc(Cl)ccc1Nc1ccccc1,108.6,101.0,120.2,116.9,82.0,99.3,nt,104.8

# (list continues)
molecule,EKVX,HOP-62,SK-MEL-28,M14,HOP-92,A549/ATCC,SK-MEL-2,SK-MEL-5
COC(=O)/C(CCC=C(C)C)=C1\[C@@H](OC(C)=O)C[C@@]2(C)[C@H]1C[C@@H](O)[C@H]1[C@@]3(C)CC[C@H](N4CCCC4)[C@@H](C)[C@@H]3CC[C@@]12C,100.7,107.1,110.4,98.9,94.6,102.4,105.1,91.0
O=C(NC1CC1)c1cc2n(n1)CC(c1ccccc1)N2 (stereo unspecified),83.7,102.1,107.0,101.4,85.3,99.6,99.9,99.4
Cc1c([N+](=O)[O-])cc(C(C)C)c(O)c1[N+](=O)[O-],99.3,102.7,100.4,96.4,53.2,99.4,nt,103.3
COc1cc(/C=N/N2C(=O)c3ccccc3C2=O)ccc1O,nt,104.9,112.0,112.7,nt,99.5,97.3,98.5
CN(C)CCN1C(=O)c2ccc3c4c(ccc(c24)C1=O)C(=O)N(CCN=C=S)C3=O,-95.2*,-96.3*,-87.7*,-77.5*,-79.5*,-52.8*,-75.0*,-98.8*
Cc1cnoc1C(=O)Nc1nn(Cc2ccc(C(F)(F)F)cc2)c2ccccc12,79.3,91.6,96.5,87.0,96.0,89.8,104.2,84.4
COc1cc(NCCCCCNC(C)(C)C)c2ncccc2c1,95.9,92.7,106.5,103.7,79.4,88.1,113.4,100.2
Fc1ccc(Nc2ncnc3onc(-c4ccccc4)c23)cc1,91.8,94.5,106.1,114.1,101.5,86.7,100.6,95.3
COc1ccc(/C=C2\Oc3cc(OCCN4CCC(Cc5ccccc5)CC4)ccc3C2=O)c(OC)c1,96.7,98.5,102.1,92.8,49.6,103.1,127.4,94.7
O=C(O)COc1ccc(S(=O)(=O)c2ccc(OCC(=O)O)cc2)cc1,112.2,99.2,112.2,104.5,92.8,90.7,114.0,104.2

# Later entries
molecule,EKVX,HOP-62,SK-MEL-28,M14,HOP-92,A549/ATCC,SK-MEL-2,SK-MEL-5
Cc1n[nH]c(=S)n1N,102.3,96.2,97.7,102.8,104.3,93.2,98.8,104.1
CCC1=C[C@]2(C3CC(=O)N(c4ccccc4)C3=O)CC(C(C)(C)C)C[C@@H]2[C@@H]2C(=O)N(c3ccccc3)C(=O)[C@H]12 (stereo partly specified),74.3,82.1,92.6,83.7,84.5,68.7,82.8,92.1
O=C(O)c1ccc(-c2cccc(Oc3ccc4nnc(Cl)n4n3)c2)cc1,97.0,99.3,99.1,97.4,93.8,100.7,102.8,102.2
Nc1ncnc2sc(-c3ccc(N4CCOCC4)nc3)c(-c3ccccc3)c12,nt,26.5,101.2,104.6,84.6,85.8,96.3,88.2
O=C(C[P+](c1ccccc1)(c1ccccc1)c1ccccc1)c1ccccc1,88.5,94.7,109.4,106.1,55.9,90.1,nt,104.3
O=C(CBr)OCc1ccc([N+](=O)[O-])o1,124.1,96.8,99.2,nt,nt,100.0,97.9,113.5
Cc1nc(N)[nH]c(=O)c1CCCNc1ccc(CCCCC2(CCl)OCCO2)cc1,86.1&92.1,86.5&101.0,105.0&113.6,97.7&105.2,76.1&69.4,92.0&93.6,88.8&100.5,80.2&88.6
O=C(N/N=C/c1c[nH]c2ccccc12)c1cn(C2CC2)c2cc(N3CCNCC3)c(F)cc2c1=O,90.3,125.1,108.9,109.2,81.0,106.6,111.7,100.0
COc1cc(NS(=O)(=O)c2ccc(NC3=C(Cl)C(=O)c4nc(C)ccc4C3=O)cc2)ncn1,81.3,94.2,112.2,107.5,101.6,99.0,96.9,93.1
COc1ccc(Br)cc1C(c1cc(Br)ccc1OC)C(Cl)(Cl)Cl,92.9,110.5,109.7,98.1,93.6,nt,104.5,89.3

# The list continues.
molecule,EKVX,HOP-62,SK-MEL-28,M14,HOP-92,A549/ATCC,SK-MEL-2,SK-MEL-5
CCCCC1COc2cccc3c(SCC(=O)N(C)c4ccc(OC)cc4)cc[n+]1c23 (stereo unspecified),100.7,120.5,100.3,nt,108.3,108.2,104.9,nt
CCC(=O)c1cc(-c2cc(C(=O)CC)[nH]n2)n[nH]1,101.0,111.6,113.5,105.7,92.8,106.8,106.1,101.8
Cc1ccc(Cn2cc(COc3ccc4c5ccnc(C)c5n(CCCc5ccccc5)c4c3)nn2)cc1,80.7,87.1,103.7,86.2,68.6,94.2,94.7,80.4
CCCC/C(=C\C(=O)O)C(=O)O,nt,102.0,106.5,99.2,nt,102.0,129.8,107.0
Cc1[nH]c(/C=C/C(=O)c2ccc(C(F)(F)F)c(F)c2)c(C)c1C(=O)NCC(=O)NCC(F)(F)F,77.9&85.0,93.9&93.3,97.4&101.1,95.0&106.9,84.6&106.1,91.1&95.9,107.9&111.0,98.0&91.2
CCCC(=O)CC(C)=O.CCCC(=O)CC(C)=O.[Cu],106.5,94.3,105.9,100.2,96.5,79.4,113.4,103.0
CCCCN(CCNc1cc(OC)cc2cccnc12)C1CCCC1,87.1,93.3,96.3,85.4,65.0,76.9,112.2,92.9
CN(C)c1ccc(C2(c3ccc(N(C)C)cc3)OC(=O)c3cc(N(C)C)ccc32)cc1,81.3,83.7&95.7,113.4&112.5,94.2&90.5,79.4&74.4,97.6&88.0,80.7&93.1,93.2&92.5
CC(C)c1nc(-c2ccc(Cl)c(O)c2)c(-c2ccnc(NCCNS(=O)(=O)c3ccc(O)cc3)c2)s1,104.5,97.8,83.1,57.4,105.4,74.4,79.2,87.9
Cn1cc(-c2nc(-c3c[nH]c4ccncc34)cs2)c2cc(F)ccc21,-75.4*,-85.6*,-95.1*,-87.3*,-89.5*,-79.6*,-58.7*,-97.9*

# Additional structures follow.
molecule,EKVX,HOP-62,SK-MEL-28,M14,HOP-92,A549/ATCC,SK-MEL-2,SK-MEL-5
COc1cc(CNC(=O)CCCC/C=C/C(C)C)ccc1OCc1cn(-c2cc(OC)c(OC)c(OC)c2)nn1,95.9,90.7,108.2,94.5,82.5,91.0,97.6,77.5
Clc1ccc(Cc2ccc(Cl)cc2)cc1,nt,88.1,109.6,105.4,77.8,98.7,98.8,104.0
Cc1ccc(C(C)C)c(OC(=O)Nc2cccc3ccccc23)c1,100.3,100.3,108.9,104.3,84.7,99.3,97.9,104.2
COc1ccc(Nc2ncnc3c2ncn3Cc2nnc3c4ccccc4c(Cl)nn23)cc1,82.7,85.3,91.9,74.6,87.3,86.7,61.9,87.2
COc1ccnc(CS(=O)c2nc3ccc(OC(F)F)cc3[nH]2)c1OC (stereo unspecified),108.7,101.0,112.4,99.0,116.8,98.3,90.3,105.9
CCOC(=O)c1ccc(Nc2nc(NN)nc(-c3ccc(F)cc3)c2C#N)cc1,119.5,103.2,108.5,98.0,nt,104.6,115.4,101.7
C[C@@H]1C[C@H]2C(=O)O[C@@H](C)C(NC(=O)[C@H](Cc3cc(F)cc(F)c3)NC(=O)Nc3ccc(C4CC4)cc3F)C(=O)N3CCC[C@H]3C(=O)N3CCCC[C@H]3C(=O)N[C@@H](CO)C(=O)N2C1 (stereo partly specified),30.2,33.3,41.1,27.4,nt,25.7,nt,-15.9*
COc1ccc2nc(-c3ccccc3)cc(C(C)=O)c2c1,nt,78.3,108.5,95.3,71.5,100.3,96.6,98.5
O=C(CCl)Nc1ccc([N+](=O)[O-])cc1[N+](=O)[O-],106.7,102.3,99.2,84.9,99.6,97.3,90.8,98.0
Cc1[nH]c(C(=O)Nc2ccc(C(N)=O)cc2N2CCOC(C)C2)c(Cl)c1Cl (stereo unspecified),93.1,98.4,107.8,101.1,107.3,99.6,104.5,97.2

# (list continues)
molecule,EKVX,HOP-62,SK-MEL-28,M14,HOP-92,A549/ATCC,SK-MEL-2,SK-MEL-5
CC(=O)Oc1cccc2c(OC(C)=O)cccc12,91.3,115.3,106.9,nt,86.9,98.2,91.5,105.7
C#CCOc1cccc(Nc2c(Cl)c(CCl)nc3ccc(Oc4ccccc4)cc23)c1,76.5,93.1,65.4,47.7,64.2,90.7,37.4,30.4
CC/C(Cc1ccccc1)=C(/c1ccc(O)cc1)c1ccc(OCCN2CCCCCC2)cc1,105.3,95.6,104.5,98.5,93.2,88.9,111.3,98.3
C=CCOC(=O)C(O)c1ccccc1 (stereo unspecified),111.2,99.7,111.4,104.4,110.4,99.9,nt,105.4
COc1ccc(-c2cn(-c3cc(OC)c(OC)c(OC)c3)c(=O)n2C(C)=O)cc1,91.0,83.7,103.2,92.6,94.2,91.8,86.3,94.0
COc1ccc(NC(=O)c2ccc(NC3=C(c4ccc(OC)cc4)C(=O)NC3=O)cc2)cc1,95.7,75.5,112.2,98.2,111.4,82.8,89.5,97.1
CC(C)N1CCN(S(=O)(=O)c2ccccc2)c2ccccc21,92.6,107.4,120.4,112.2,67.2,110.0,98.6,105.3
O=C1Nc2cc(Cl)c(CCCl)cc2/C1=C\c1ccc(Cl)cc1,nt,98.5,103.9,92.8,66.9,80.0,nt,75.7
COc1ccc(Cl)cc1NC(=O)c1c(NC(=O)C(F)(F)C(F)(F)F)sc2c1CCCCC2,-5.4*,-14.6*,23.3,0.8*,-32.7*,7.9*,-30.0*,-58.3*
O=C(Nc1ncccn1)c1ccc([N+](=O)[O-])cc1,102.6,99.6,114.3,103.5,99.8,99.9,108.5,102.2

# Next section
molecule,EKVX,HOP-62,SK-MEL-28,M14,HOP-92,A549/ATCC,SK-MEL-2,SK-MEL-5
O=C(N/N=C/c1ccccc1Cl)c1cc(-c2nc3ccccc3[nH]2)nc2ccccc12,96.2,97.5,108.4,99.3,98.1,98.8,95.2,100.2
COC(=O)c1ccc2oc(NC(=O)c3ccc(Nc4ccccc4)c([N+](=O)[O-])c3)nc2c1,89.3,104.1,101.9,103.0,89.5,99.7,101.4,92.3
Nc1ccc(C(c2c[nH]c3ccccc23)c2c[nH]c3ccccc23)cc1,79.6,86.9,105.1,93.4,81.0,104.6,98.5,98.1
NC(=NCc1ccccc1)N/N=C\c1ccnc2ccccc12,61.9,82.4,90.2,101.6,48.9,89.2,92.3,61.6
NC1=CC(N)=C(O[C@@H]2O[C@H](CO)[C@@H](O)[C@H](O)[C@H]2O)C(=O)C1,101.0,108.4,117.9,104.7,101.3,94.0,125.8,107.7
C[C@H]1[C@H](C)CC[C@]2(C(=O)O)CC[C@]3(C)C(=CC[C@@H]4[C@@]5(C)C/C(=C/c6cccnc6)C(=O)C(C)(C)[C@@H]5CC[C@]43C)[C@H]12,66.3,83.7,86.9,79.2,64.4,36.7,84.7,88.4
COc1ccccc1OCC(=O)Nc1sc2c(c1C(N)=O)CCC2,99.9,49.7,101.4,66.4,2.7*,85.8,37.5,70.0
O=C(NCCNC(=O)c1cc(S(=O)(=O)NCCc2ccccc2)c(O)c(O)c1O)c1cc(S(=O)(=O)NCCc2ccccc2)c(O)c(O)c1O,49.9,34.6,54.2,44.4,73.9,45.8,63.0,15.6
COc1cccc(-c2nc3occn3c2-c2ccnc(NCCCNS(=O)(=O)c3cccc(F)c3)n2)c1,79.8,108.4,89.5,60.9,91.9,97.4,90.2,48.2
COc1nc(N)nc(-n2c(-c3ccc(C)cc3)nc3ccccc32)c1NCc1ccc(C)cc1,94.9,86.5,106.7,95.6,78.2,78.4,99.9,96.8
C=CCSC1=NC2C(N(CC)C(=O)N2CC)N1/N=C/C=C/c1ccccc1[N+](=O)[O-] (stereo unspecified),92.6,98.9,101.7,nt,89.4,106.0,96.6,89.1

# Compound activity (PubChem)
